IL-2 act: activates IL-2 in a cell-based reporter assay | IL-2 activation reporter assay, cell-based qHTS; stimulated with anti-CD3/CD4/CD28 beads; in transgenic mouse T cells | 360,000 tested, 0.065% active | activation, % (series mostly up to about 46 µM); in the data active = activation above about 50%; inconclusive = mostly about 30% to 49%; note: 0% is about no effect
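First, unstimulated transgenic mouse T cells were exposed to compound for 60 min. Next, anti-CD3/anti-CD4-coated beads with anti-CD28 were added. Finally, after 18 h at 37 degrees C, EGFP and DsRed were imaged.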
GLP1R ag: GLP-1 receptor (human) agonism; P43220; HEK293 GLP-1R CRE-luciferase, luminescence, 4-6 h; cells express a hypersensitive GLP-1R form; Potency, µM (highest dose often 45.6 µM), for inactives: top-dose activation, hits mostly activators; 380,000 tested, 0.007% active; note: potency is the fitted concentration of half-maximal effect; % of control where 0% means no effect
DRD3 antagonist: antagonists of human D3 dopamine receptor. P35462. D3R cells, DiscoveRx beta-arrestin luminescence, antagonist mode; hits give low values. 360,000 tested, 2.5% active. max response, negative = inhibition, %; in the data active = max response below about -50%; inconclusive = no clear call, values can overlap the other calls; note: % is set by controls: 0 for no effect and ±100 for the full control effect; mostly tested at two doses, the higher about 12 µM
Target sequence (P35462 whole entry, looked up): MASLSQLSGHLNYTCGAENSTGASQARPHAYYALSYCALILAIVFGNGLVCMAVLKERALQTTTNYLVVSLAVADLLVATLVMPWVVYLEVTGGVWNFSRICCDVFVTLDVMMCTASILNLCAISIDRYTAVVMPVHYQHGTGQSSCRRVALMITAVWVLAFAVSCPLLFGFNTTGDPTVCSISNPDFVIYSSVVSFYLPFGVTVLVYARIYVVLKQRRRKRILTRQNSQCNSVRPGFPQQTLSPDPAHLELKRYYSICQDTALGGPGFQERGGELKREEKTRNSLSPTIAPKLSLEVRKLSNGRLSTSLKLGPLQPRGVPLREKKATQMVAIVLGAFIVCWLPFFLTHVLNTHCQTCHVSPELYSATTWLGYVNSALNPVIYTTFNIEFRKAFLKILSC
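Cells plated overnight at 1500 cells/well, then exposed to library compounds with dopamine controls for 90 minutes at 37 degrees C. DiscoveRx reagent added for 30–60 minutes at room temperature; luminescence read, quantitative HTS format.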
GLP1R inv ag: inverse agonists of human GLP-1 receptor; Potency, µM (series often up to 38.3 µM), inactives show top-dose activity change, negative = inhibition, most hits filed as inhibitors; HEK293 GLP-1R CRE-luciferase, luminescence, 24 h; GLP-1R form is constitutively active; 410,000 tested, 1.6% active; P43220; note: potency is the fitted concentration of half-maximal effect; % is set by controls: 0 for no effect and ±100 for the full control effect; nearly all actives have a fitted effect of over 55% in size
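GLP-1R inverse agonism mode: basal reporter luminescence in engineered HEK293 cells measured after one day of compound exposure at 37 deg C, with a 12 min room-temperature detection step.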
D3 ag: activates the human D3 dopamine receptor; P35462; D3R DiscoveRx beta-arrestin cells, luminescence, 90 min; max activation, %; 410,000 tested, 0.58% active; in the data active = max activation above about 30%; note: 0% is about no effect; mostly tested at two doses, the higher about 12 µM
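Cells at 1500/well, incubated overnight, then treated with pinned compounds (dopamine as control) for 90 min at 37 degrees C. DiscoveRx reagent added for 30 - 60 minutes at room temperature; luminescence read.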
PLK1 PBD block: inhibitors of human PLK1 polo-box domain binding; 360,000 tested, 2.8% active; Plk1 PBD binding of FITC phosphopeptide, fluorescence polarization; Potency, µM, for inactives: max response, negative = inhibition, most hits filed as inhibitors; note: potency is the fitted concentration of half-maximal effect; series mostly up to about 57 µM; % is set by controls: 0 for no effect and ±100 for the full control effect; nearly all actives have a fitted effect of over 65% in size
WRN inhibitor: blocks human WRN helicase. WRN helicase unwinding, fluorescent forked duplex, kinetic. Q14191. 360,000 tested, 0.46% active. Potency, µM (series often up to 114 µM), without a hit: at the highest dose activity change, negative = inhibition, usual class: inhibitors; note: potency is the fitted concentration of half-maximal effect; % is set by controls: 0 for no effect and ±100 for the full control effect; nearly all actives have a fitted effect of over 55% in size
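Primary qHTS, 1536-well format. 20 nM WRN + compound, 15 min RT; start with 100 nM forked fluorophore/quencher duplex, 2 mM ATP (final); kinetic read ex 525/em 598 nm.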
PI5P4Ka inh: PI5P4K alpha (human) kinase inhibition. P48426. PI5P4Kalpha enzyme, ADP-Glo luminescence, 60 min; hits give low values. max response, %. 330,000 tested, 1.2% active; active = max response of -50% or lower; inconclusive = between -30% and -50%; inactive = -30% or higher; note: value at the top dose of about 77 µM; % is set by controls: 0 for no effect and ±100 for the full control effect
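ADP-Glo luminescence end-point after a 60 min room-temperature kinase reaction. PI5P4Kalpha and substrate in HEPES pH 7.4 buffer with EGTA, 0.1% CHAPS and 5% DMSO; ATP at 5 microM final.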
HEK293 tox: cytotoxicity in counter-screen for GLP-1R inverse agonists; HEK293 cAMP-luciferase reporter cells, luminescence, 24 h; Potency, µM (highest dose often 38.3 µM), for inactives: top-dose activity change, negative = inhibition, hits mostly inhibitors; 410,000 tested, 0.13% active; AID 624418;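 note: loss of luciferase light is scored as toxicity; potency is the fitted concentration of half-maximal effect; % is set by controls: 0 for no effect and ±100 for the full control effect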
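Seeding density was 200 cells/uL; after overnight-length (12 h) culture, 23 nL compounds went on for 24 h at 37 °C. Readout used a luciferase detection reagent, luminescence taken after 12 min at room temperature.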
Numbers without * were called inactive; ? = inconclusive; [ ] = dose if it differs, or a comment. Unless noted, calls come from the whole dose curve; as a rule, active = well fitted curve in the direction sought with a large enough effect; inconclusive = small, poorly fitted or top-dose-only effect, or another doubt; inactive = no such curve, though single readings can be large; an effect the other way counts as inactive or inconclusive. These rows are one share of the data. The share of hits here may be higher or lower than overall.

Screens by letter – A = IL-2 act; B = GLP1R ag; C = DRD3 antagonist; D = GLP1R inv ag; E = D3 ag; F = PLK1 PBD block; G = WRN inhibitor; H = PI5P4Ka inh; I = HEK293 tox
#1 CCOC(=O)C1CCCN(S(=O)(=O)c2ccc3c4c(cccc24)C(=O)N3CC)C1 (centres undefined)
  A = -0.7	B = 22%	C = 4	D = 12%	E = 8	F = -5%	G = -2%	H = -7	I = 137%[activator]
#2 Cc1ccccc1-c1ccc2c(c1)CNCc1cnnn1-2
  A = -0.7	B = -4%	C = 18	D = 28%	E = 5	F = -15%	G = 7%	H = 5	I = 1%
#3 CCNC(=O)C1CCCN(Cc2cc(C(F)(F)F)ccc2Cl)CC1 (centres undefined)
  A = 0.0	B = 7%	C = -76*	D = ?	E = -20	F = 0%	G = 10%	H = -7	I = 2%
#4 COc1ccccc1-n1c(-c2ccccc2)nc2ccccc2c1=O
  A = -0.6	B = 4%	C = 5	D = ?	E = 9	F = -3%	G = -9%	H = 3	I = 2%
#5 CCCCCCCCN1C(=O)[C@H](CC(=O)N2CCCCC2)C[C@@]2(C(=O)OCC)CCCC=C12
  A = -0.7	B = -2%	C = -16	D = ?	E = 2	F = -2%	G = -6%	H = -2	I = -11%
#6 C=CCN1C(=O)/C(=C/c2cccs2)C(=O)NC1=S
  A = -0.1	B = -11%	C = 1	D = 4%	E = 4	F = 5.3µM*	G = 0.47µM*	H = -86*	I = 11%
#7 O=c1[nH]c(=S)n(C2CC2)c(O)c1/C=N/N1CCOCC1
  A = -0.7	B = -12%	C = 5	D = 0%	E = 3	F = -1%	G = 7%	H = 2	I = -10%
#8 FC(F)(F)c1ccc(NC(=S)NCc2ccccc2)cc1
  A = 11	B = 0%	C = -16	D = ?	E = -4	F = -20%	G = -6%	H = -2	I = ?
#9 Cc1ccccc1N1C(=O)NC(=O)/C(=C\c2ccc3c(c2)CCCN3Cc2ccccc2)C1=O
  A = -0.2	B = 10%	C = 3	D = -14%	E = -1	F = ?	G = 13µM*	H = -65*	I = -3%
#10 CCC1(CC)C(=O)NC(=O)N(CCc2ccccn2)C1=O
  A = 0.9	B = 6%	C = 8	D = 1%	E = 6	F = -2%	G = 1%	H = 0	I = -6%
#11 CC(c1ccccc1)n1cncc1C(=O)O (centres undefined)
  A = 0.3	B = 1%	C = 10	D = 9%	E = -1	F = 1%	G = 1%	H = -8	I = 9%
#12 COC(=O)C1=C(c2cc3ccccc3o2)C[C@@H]2CC[C@H]1N2C(=O)N1CCCCC1
  A = -0.7	B = ?	C = -10	D = ?	E = -13	F = -10%	G = 0%	H = -2	I = 0%
#13 COC(=O)C1=C(c2ccc(OCc3ccccc3)cc2)C[C@@H]2CC[C@H]1N2C(=O)NCc1ccccc1
  A = 1.0	B = -7%	C = 2	D = ?	E = -24	F = 3%	G = -1%	H = 6	I = -2%
#14 Fc1cccc(CN2CCN(c3ccc(Cl)cc3)CC2)c1
  A = -3.9	B = -6%	C = -72*	D = ?	E = 1	F = -1%	G = -1%	H = 2	I = 24%
#15 COc1ccc(-c2nc(CN3CCN(c4cc(C)nc(C)c4)CC3)c(C)o2)c2ccccc12
  A = 0.4	B = 24%	C = -9	D = ?	E = -14	F = -16%	G = 14%	H = 3	I = ?
#16 CN1C(=O)C(=Cc2ccc(OCCN(C)c3ccccn3)cc2)C(=O)N(C)C1=O
  A = 0.3	B = -4%	C = -17	D = 6%	E = -8	F = ?	G = 11%	H = 0	I = 2%
#17 Nc1ccc2c(c1)Cc1ccccc1-2
  A = -0.6	B = 27%	C = -18	D = 14%	E = -13	F = -24%	G = 2%	H = 7	I = 14%

Sorted by heavy-atom count (lowest first): part of the list above.
Screens by letter – A = IL-2 act; B = GLP1R ag; C = DRD3 antagonist; D = GLP1R inv ag; E = D3 ag; F = PLK1 PBD block; G = WRN inhibitor; H = PI5P4Ka inh; I = HEK293 tox
#17 Nc1ccc2c(c1)Cc1ccccc1-2
  A = -0.6	B = 27%	C = -18	D = 14%	E = -13	F = -24%	G = 2%	H = 7	I = 14%
#11 CC(c1ccccc1)n1cncc1C(=O)O (centres undefined)
  A = 0.3	B = 1%	C = 10	D = 9%	E = -1	F = 1%	G = 1%	H = -8	I = 9%
#6 C=CCN1C(=O)/C(=C/c2cccs2)C(=O)NC1=S
  A = -0.1	B = -11%	C = 1	D = 4%	E = 4	F = 5.3µM*	G = 0.47µM*	H = -86*	I = 11%
#7 O=c1[nH]c(=S)n(C2CC2)c(O)c1/C=N/N1CCOCC1
  A = -0.7	B = -12%	C = 5	D = 0%	E = 3	F = -1%	G = 7%	H = 2	I = -10%
#10 CCC1(CC)C(=O)NC(=O)N(CCc2ccccn2)C1=O
  A = 0.9	B = 6%	C = 8	D = 1%	E = 6	F = -2%	G = 1%	H = 0	I = -6%
#12 COC(=O)C1=C(c2cc3ccccc3o2)C[C@@H]2CC[C@H]1N2C(=O)N1CCCCC1
  A = -0.7	B = ?	C = -10	D = ?	E = -13	F = -10%	G = 0%	H = -2	I = 0%
#15 COc1ccc(-c2nc(CN3CCN(c4cc(C)nc(C)c4)CC3)c(C)o2)c2ccccc12
  A = 0.4	B = 24%	C = -9	D = ?	E = -14	F = -16%	G = 14%	H = 3	I = ?
#9 Cc1ccccc1N1C(=O)NC(=O)/C(=C\c2ccc3c(c2)CCCN3Cc2ccccc2)C1=O
  A = -0.2	B = 10%	C = 3	D = -14%	E = -1	F = ?	G = 13µM*	H = -65*	I = -3%
#13 COC(=O)C1=C(c2ccc(OCc3ccccc3)cc2)C[C@@H]2CC[C@H]1N2C(=O)NCc1ccccc1
  A = 1.0	B = -7%	C = 2	D = ?	E = -24	F = 3%	G = -1%	H = 6	I = -2%

Source: PubChem
